ATG4B inh: inhibitors of human ATG4B cysteine protease. inhibition, % at 8.33 µM. 340,000 tested, 0.51% active. ATG4B cleavage of LC3-PLA2, NBD-HPC fluorescence, 1 h. Q9Y4P1. AID 504462; in the data active means inhibition above about 40%
MPTP block: permeability transition pore inhibition; AID 602449; 360,000 tested, 1.4% active; isolated mouse mitochondria, Ca2+ swelling absorbance, 30 min; inhibition, % at 10 µM;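 active means inhibition of 50% or more, scaled per plate between neutral and stimulator controls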;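 further: 0% = DMSO wells given calcium and 100% = 1 mM EGTA wells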
APOBEC3G inh: blocks human APOBEC3G single-stranded DNA deamination; Q9HC16; 330,000 tested, 0.28% active; inhibition, % at 20 µM; recombinant A3G, ssDNA deamination FAM/TAMRA fluorescence;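 active means inhibition of at least 40% at 20 µM, with no more than 30% in the related APOBEC3A deaminase screen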;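 further: plate controls were DMSO wells with A3G for no effect and wells lacking A3G enzyme for full effect; some compounds called inactive have numbers as strong as hits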
Target sequence (Q9HC16 whole entry, looked up): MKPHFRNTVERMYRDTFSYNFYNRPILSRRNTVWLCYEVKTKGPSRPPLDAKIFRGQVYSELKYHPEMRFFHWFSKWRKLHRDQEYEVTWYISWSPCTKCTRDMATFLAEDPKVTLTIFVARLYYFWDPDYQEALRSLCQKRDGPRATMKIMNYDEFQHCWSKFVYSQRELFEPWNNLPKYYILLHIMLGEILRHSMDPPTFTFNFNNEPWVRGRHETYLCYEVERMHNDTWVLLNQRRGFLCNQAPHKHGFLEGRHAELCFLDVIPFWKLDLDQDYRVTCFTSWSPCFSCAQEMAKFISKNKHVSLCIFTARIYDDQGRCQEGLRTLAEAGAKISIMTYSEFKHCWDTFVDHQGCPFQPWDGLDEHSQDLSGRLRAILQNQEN
hIAP activ: human IAP activation | AID 2524 | 330,000 tested, 0.16% active | purified human IAP, CDP-Star luminescence, 30 min; hits give high values; 1 = vehicle-only enzyme, 0 = enzyme-free background | activation factor at 10 µM | P09923;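 active means activation factor of the enzyme at least 2-fold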; further: the source names both 10 and 20 µM as test concentration; values of inactives mirror those of a sister screen read the other way
Target sequence (P09923 whole entry, looked up): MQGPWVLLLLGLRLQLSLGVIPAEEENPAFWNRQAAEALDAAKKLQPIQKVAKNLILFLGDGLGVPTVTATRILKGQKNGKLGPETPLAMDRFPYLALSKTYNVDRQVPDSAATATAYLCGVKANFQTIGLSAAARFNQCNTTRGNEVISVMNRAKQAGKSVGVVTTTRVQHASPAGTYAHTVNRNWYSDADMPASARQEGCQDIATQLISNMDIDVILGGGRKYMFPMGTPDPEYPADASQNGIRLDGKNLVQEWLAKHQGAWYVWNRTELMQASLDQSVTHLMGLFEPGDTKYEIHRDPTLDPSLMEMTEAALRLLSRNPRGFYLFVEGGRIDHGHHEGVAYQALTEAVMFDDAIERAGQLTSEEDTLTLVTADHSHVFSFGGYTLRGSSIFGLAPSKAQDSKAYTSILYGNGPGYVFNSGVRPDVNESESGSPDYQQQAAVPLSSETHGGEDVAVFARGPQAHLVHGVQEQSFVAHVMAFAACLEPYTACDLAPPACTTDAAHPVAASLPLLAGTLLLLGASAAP
hIAP inh: blocks human intestinal alkaline phosphatase. purified IAP, CDP-Star luminescence, 30 min. inhibition, % at 10 µM. 330,000 tested, 0.12% active. AID 2544;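 active means inhibition reaching a set limit with compound at 10 µM in the primary screen, cut at about 35% in these data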;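 further: plate controls were DMSO wells with enzyme for no effect and no-enzyme buffer wells for full effect; values of inactives mirror those of a sister screen read the other way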
mIAP activ: mouse IAP activation. activation factor at 10 µM. 330,000 tested, 0.24% active. muIAP, CDP-Star luminescence, 30 min; hits give high values; 1 = vehicle-only enzyme signal, 0 = enzyme-free wells;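 active means activation factor of at least 2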; further: the source names both 10 and 20 µM as test concentration; values of inactives mirror those of a sister screen read the other way
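System: Mouse IAP enzyme | Also added: CDP-Star substrate | Dosing: Compounds dispensed in DMSO | Schedule: 30 min enzyme-substrate-compound incubation at room temperature | Technique: Chemiluminescence readout | Control set: DMSO-only wells and no-enzyme negative control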
mIAP inh: blocks mouse intestinal alkaline phosphatase | purified mouse IAP, CDP-Star luminescence, 30 min | inhibition, % at 10 µM | 330,000 tested, 0.2% active;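 active means inhibition of at least 40% at 10 µM in the primary screen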;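 further: plate controls were DMSO with enzyme for no effect and no enzyme wells for full effect; values of inactives mirror those of a sister screen read the other way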
beta cell repl: induces beta-cell replication in MIN6 cells. proliferation, % at 10 µM. 330,000 tested, 0.29% active. AID 2380. MIN6 cells proliferation, ATPlite luminescence, 48 h; cells starved in 0.2% serum; 100% = growth in 10% serum;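 active means compounds whose signal lies at least 3.5 SD above the mean of all wells on their plate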;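 further: 0% = DMSO-treated cells in low-serum medium and 100% = 10% serum control; some compounds called inactive have numbers as strong as hits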
APOBEC3A inh: human APOBEC3A DNA deaminase inhibition; inhibition, % at 20 µM; 330,000 tested, 0.41% active; AID 493011; P31941; recombinant A3A, FAM/TAMRA ssDNA deamination fluorescence;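 active means at least 40% inhibition at 20 µM here, with at most 30% in a related deaminase screen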;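 further: plate controls were A3A with DMSO for no effect and wells lacking A3A enzyme for full effect; some results filed as inactive read as strong as hits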
Target sequence (P31941 whole entry, looked up): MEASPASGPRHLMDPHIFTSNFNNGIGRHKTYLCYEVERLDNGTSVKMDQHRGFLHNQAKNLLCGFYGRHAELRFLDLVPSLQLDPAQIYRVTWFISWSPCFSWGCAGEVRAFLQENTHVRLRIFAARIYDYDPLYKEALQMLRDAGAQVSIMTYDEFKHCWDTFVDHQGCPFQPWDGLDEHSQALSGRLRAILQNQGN
* hit, by the source's call; · = not tested or not shown.

SMILES	ATG4B inh	MPTP block	APOBEC3G inh	hIAP activ	hIAP inh	mIAP activ	mIAP inh	beta cell repl	APOBEC3A inh
COc1ccc(Cl)cc1NS(=O)(=O)c1cn(C)nc1C	7	0.9	-5	0.7	30	0.95	5	-1	2
COc1ccc(N=C2SC(CC(=O)Nc3ccccc3)C(=O)N2Cc2ccco2)cc1 (stereo not given)	1	-28	-5	1	-4	1.1	-9	0	0
O=C(O)C1C2C=CC(C2)C1C(=O)Nc1ccccc1Br (stereo not given)	-2	-0.3	-4	1.2	-16	1	-3	-4	4
O=C(Nc1ccccc1)C1CCCN1S(=O)(=O)c1ccc(Br)cc1 (stereo not given)	-3	-2.1	-3	0.8	20	0.96	4	4	-1
COC(=O)[C@@H]1C[C@@]2(O)[C@H](O)[C@H](O)[C@H](O)C[C@H]2N1Cc1ccc(C)s1	-4	-0.7	-10	1.1	-9	0.99	1	-1	-5
Cc1ccc(CNCCC2=CCCCC2)cc1	2	65*	-8	1.2	-18	1.1	-9	-3	-1
O=C(CCN1CCN(Cc2ccccc2)CC1)NNC(=O)Cc1ccc(Cl)c(Cl)c1	2	0.1	1	1.5	-54	1.1	-8	-1	13
CCC1CCCCN1CCCNC(=O)c1ccc2nc(N3CCC(C)CC3)sc2c1 (stereo not given)	4	4.1	-8	1.5	-48	1.2	-19	-6	-6
COc1ccc(OCCC(=O)Nc2cc3c(cc2C(=O)O)OCCCO3)cc1	-5	0.3	-5	1.2	-19	0.96	4	0	0
COc1ccc(-c2cc3ncnc(Cl)c3s2)cc1	-6	3.6	-10	0.84	16	0.88	12	0	-1
Cc1ccccc1NS(=O)(=O)c1ccc(C)c(C(=O)N2CCOCC2)c1	-5	-0.2	-2	1.3	-31	1.1	-6	0	-2
CC(C)OCCCNC(=S)NNC(=O)c1ccc(Cl)c(Cl)c1	-4	-0.1	1	1.4	-39	1	-4	4	1
CC(=O)NC(CC(=O)O)c1ccc([N+](=O)[O-])cc1 (stereo not given)	4	0.4	-4	1.1	-8	1.1	-12	-1	-5
OC(COCc1ccc(Cl)cc1)CN1CCN(CC(O)COCc2ccc(Cl)cc2)CC1 (stereo not given)	-9	0.7	-4	0.96	4	0.97	3	-5	3
COc1cc(/C=C/C(=O)OCC(=O)c2c[nH]c3ccccc23)ccc1OC(F)F	-8	1.0	-1	0.9	10	0.89	11	2	-2
COc1cccc(N(C(=O)c2csnn2)C(C(=O)NC2CCCC2)c2ccccc2)c1 (stereo not given)	-6	2.8	-12	1.7	-73	0.99	1	-1	-3
COc1ccc(-c2nc(CSCC(=O)N3CCN(C4CCCCC4)CC3)c(C)o2)cc1OC	0	-2.1	-6	1.1	-12	1.2	-22	-3	-2
COC(=O)c1c(C)oc2ccc(OC(=O)c3cccs3)cc12	1	-6.5	-8	0.87	13	0.91	9	-2	-4
Cc1ccc(-c2nnc(SCC(=O)Nc3ccc4c(c3)oc3ccccc34)n2C)c(Cl)c1	-12	6.1	-2	0.94	6	1.1	-9	-1	0
Cc1cc(C(=O)N(C)CC2CCCN(CCc3ccc(F)cc3)C2)c(C)o1 (stereo not given)	1	0.8	-4	0.98	2	1	-3	-2	1
CCN1C(=S)SC(=O)C1=C1C=C(C)N(Cc2ccco2)C(C)=C1	0	-4.1	-2	0.94	6	0.79	21	-3	1
Cc1ccc(N(C)S(=O)(=O)c2cccc(C(=O)Nc3ccc(C)cn3)c2)cc1	1	-0.5	-9	1.1	-13	0.83	17	-2	-5
COc1ccc(/C=C(/C#N)C(=O)Nc2ccc(O)cc2)cc1C(=O)O	-13	-4.6	-5	0.93	7	0.99	1	-1	-2
COc1cc(CCCN2C(N)=NC[C@H]2Cc2ccc(O)cc2)cc(OC)c1OC	-4	0.7	-4	1.1	-12	1	0	-2	4
Cc1ccc(SCC(=O)OCC(=O)Nc2ccc3[nH]c(=O)[nH]c3c2)cc1C	-3	0.7	0	0.97	3	1	-3	0	0

Four compounds picked at random from those above, as already listed:
SMILES	ATG4B inh	MPTP block	APOBEC3G inh	hIAP activ	hIAP inh	mIAP activ	mIAP inh	beta cell repl	APOBEC3A inh
COC(=O)[C@@H]1C[C@@]2(O)[C@H](O)[C@H](O)[C@H](O)C[C@H]2N1Cc1ccc(C)s1	-4	-0.7	-10	1.1	-9	0.99	1	-1	-5
COc1ccc(-c2cc3ncnc(Cl)c3s2)cc1	-6	3.6	-10	0.84	16	0.88	12	0	-1
COc1ccc(/C=C(/C#N)C(=O)Nc2ccc(O)cc2)cc1C(=O)O	-13	-4.6	-5	0.93	7	0.99	1	-1	-2
COc1cc(CCCN2C(N)=NC[C@H]2Cc2ccc(O)cc2)cc(OC)c1OC	-4	0.7	-4	1.1	-12	1	0	-2	4

New compounds follow.
SMILES	ATG4B inh	MPTP block	APOBEC3G inh	hIAP activ	hIAP inh	mIAP activ	mIAP inh	beta cell repl	APOBEC3A inh
CN1CCN(C(=O)c2ccccc2[N+](=O)[O-])CC1	-1	-0.6	-2	1.4	-38	1	-5	-1	-1
CCCCNC(=O)C1CCN(C(=O)Nc2ccc(C)cc2)CC1	2	-1.5	0	0.96	4	1	0	1	7
CCc1ccccc1N(CC(=O)OC)S(C)(=O)=O	-8	-3.0	-2	1	0	1.1	-6	0	0
O=C(COC(=O)COc1ccccc1)NCc1ccccc1	0	-5.4	-5	1.1	-14	1.1	-12	-2	-3
Cc1ccc(C(=O)Nc2nc(=O)n(C)s2)cc1	-4	0.4	-9	1.2	-18	0.89	11	-5	-1
CCOc1ccc(-c2csc(NC(=O)CSCC(=O)O)n2)c2ccccc12	18	0.0	-5	0.79	22	0.85	15	1	-3
O=[N+]([O-])c1cccc(COc2ncnc3cc([N+](=O)[O-])ccc23)c1	20	0.4	-7	1.2	-17	1	-1	-4	-7
C=CCn1c(SCC(=O)Nc2sc3c(c2C#N)CCC(C)C3)nc2cc(C(=O)O)ccc2c1=O (stereo not given)	0	0.0	-4	0.86	14	0.84	16	-2	-5
C[C@@]12C(=O)Nc3cc(Cl)ccc3C(=O)N1[C@H]1c3cc(Br)ccc3OC[C@@H]1[C@@H]2c1ccccc1	2	0.2	-8	0.97	3	0.82	18	-9	1
CC(=O)NC1(c2ccccc2)CCN(C(=O)N2CCOCC2)CC1	1	-0.9	-9	0.95	5	0.99	1	-1	-3
CN1CCC(N(C)C(=O)c2cc(S(=O)(=O)N(C)c3ccccc3)ccc2Cl)CC1	0	-0.2	-7	1	-3	1.1	-7	1	-4
O=C(CNC(=S)N(Cc1ccccc1)Cc1cccnc1)NC1CC1	-4	0.6	-2	1.1	-5	0.98	2	2	2
CNC(=S)N(Cc1ccc2c(c1)OCO2)C1CC(=O)N(c2ccc(F)cc2)C1=O (stereo not given)	8	0.5	-4	0.95	5	0.94	6	-2	-3
O=C(Nc1ccccc1C(=O)NC1CCCC1)NC1CCCC1	5	0.7	-6	0.96	4	0.96	4	0	-5
O=C(c1cc(-c2ccccc2)nc2ccccc12)N1CCOCC1	0	-1.7	-2	0.99	1	0.88	12	1	3
Fc1cccc(Cl)c1/C=C/c1cnc2ccccc2n1	6	0.5	3	1.1	-9	1.1	-5	-2	0
O=S(=O)(Cc1ccccc1)N1CCN(c2ncccn2)CC1	-4	-2.0	-4	0.92	8	1	-4	2	1
CCOC(=O)c1cc(-c2ccc3c(c2)OCO3)nc2onc(C)c12	-5	0.8	-3	0.88	12	0.99	1	0	-2
C#CCOCCOCCOCCNc1nc(N2CCN(C(=O)[C@H](CCCCN)n3cc(CCCC)nn3)CC2)nc(N2CCN(C(=O)[C@H](CCCCN)n3cc(CCC(=O)O)nn3)CC2)n1	-20	-1.5	2	0.74	26	0.98	2	-5	5
CCN(CC(=O)Nc1ccc(NC(C)=O)cc1)C(=O)c1ccc(C(=O)c2ccccc2)cc1	-7	0.7	-3	1	-3	1	-1	-5	-1
CNc1ccccc1C(=O)OCC(=O)N1CCN(c2ccc(OC)cc2)CC1	10	-0.1	3	0.86	14	1.2	-18	0	2
CCOC(=O)N1CCN(CC(O)COCc2cc(OC)c(OC)c(OC)c2)CC1 (stereo not given)	3	-0.3	-1	1	-4	1	-4	0	0
Cc1cc(C)n(-c2nc(NCCCN(C)C)c3c4c(sc3n2)CCCC4)n1	-2	-4.3	-5	1	0	1.1	-8	-4	2
COc1ccc(/C(C)=N/Nc2nncc3ccccc23)cc1	-4	0.0	-7	0.94	6	0.89	11	-5	-4
COc1ccc(N/C=C\C(=O)c2ccc3c(c2)OCO3)cc1	-1	3.0	-1	0.78	22	0.81	19	-2	1
Carrying on:
SMILES	ATG4B inh	MPTP block	APOBEC3G inh	hIAP activ	hIAP inh	mIAP activ	mIAP inh	beta cell repl	APOBEC3A inh
COc1ccc2oc3cc(C)[n+]([O-])c(-c4ccc(Br)cc4)c3c2c1	2	0.3	-5	0.94	6	0.97	3	-2	1
Cc1cc2cc(C)c(NCCNC(=O)c3cccc(F)c3)nc2cc1C	-13	2.0	-3	1.1	-11	1.1	-8	-4	0
Cc1cc(C)c(NC(=O)CNC(=O)CSc2nnc(N)s2)c(C)c1	-3	-0.6	-3	1	-4	0.97	3	2	7
CCOc1ccc(NC(=O)CN(C)C(=O)C2CSC3(C)CCC(=O)N23)cc1OCC (stereo not given)	-23	-3.0	-7	0.9	10	0.98	2	7	-5
Cc1ccc2nc(SCC(=O)O)nc(C)c2c1	-3	-0.4	10	1.1	-11	1	-1	0	-5
O=C(C[C@H]1C/C=C\C[C@H](Cc2ccc(F)cc2)C(=O)OCCNC1=O)NCCO	-8	-1.2	-6	0.9	10	0.91	9	-1	-1
CSc1oc(-c2ccco2)nc1S(=O)(=O)c1ccccc1	-16	0.2	-4	0.84	16	0.98	2	2	1
CC1(C)CC(=O)N(CC(=O)O)c2ccccc2S1(=O)=O	6	-0.8	-12	1.2	-15	0.96	4	-5	0
O=C(CCC(=O)N1CCN(S(=O)(=O)c2ccc3ccccc3c2)CC1)NCC(F)(F)F	5	2.8	-7	1.1	-8	0.99	1	-2	-2
O=C(CCNC(=O)c1ccc(Br)o1)NCc1ccccn1	11	-2.3	-6	0.8	20	0.96	4	-2	-2
O=C(CSc1nc2ccccc2c(=O)n1CC1CCCO1)NCCc1ccccc1 (stereo not given)	4	-2.8	-4	1.4	-38	1.1	-9	1	-5
O=C(CNC(=O)c1ccc(Cl)cc1Cl)OCC(=O)N1CCCC1	1	-2.2	-4	0.94	6	1	-1	0	-3
Cc1c(NC(=O)NCCN2C(=O)C3C4C=CC(C4)C3C2=O)c(=O)n(-c2ccccc2)n1C (stereo not given)	-3	-1.1	-7	0.94	6	1	-2	-4	0
O=[N+]([O-])c1ccc(Nc2nc(NCCO)nc(N3CCCC3)n2)cc1	-9	3.0	-2	1	-1	0.89	11	3	-1
CS(=O)(=O)Nc1ccc2c(c1)OCC(=O)N2Cc1ccccc1	3	-0.3	-10	0.81	19	0.94	6	1	1
O=C(OCN1C(=O)c2ccccc2C1=O)c1ccco1	-10	-0.6	-5	0.98	2	1.1	-7	3	-7
CN(C)CCN(C(=O)c1ccc(N2C(=O)CCC2=O)cc1)c1nc2cc3c(cc2s1)OCCO3	·	·	-5	1.1	-10	1.1	-14	0	-2
COC(=O)CC1SC(=O)NC1=Nc1ccccc1 (stereo not given)	-10	0.9	-8	1.2	-16	0.93	7	-1	-6
NC(=O)c1oc2ccccc2c1NC(=O)CN1CCCCC1	-4	-2.5	-4	1.1	-10	1	-2	1	-2
O=C(c1ccncc1)N(Cc1ccccc1)Cc1nc2ccccc2c(=O)[nH]1	-4	-1.0	-5	0.94	6	0.98	2	1	-2
COc1cccc(-c2onc3ccc(C(C)=O)cc23)c1	-6	1.8	-7	0.85	15	0.98	2	-2	-2
Cc1cccn2c(=O)c3cc(C(=O)N4COCC4(C)C)n(C)c3nc12	5	-0.3	-3	1.1	-9	1.1	-7	0	-1

Source: PubChem BioAssay (Sanford-Burnham Center for Chemical Genomics)
